aDG glyco up = increases alpha dystroglycan glycosylation; Pro5-aDG cells, alpha-DG glycosylation AlphaScreen (IIH6); 0% Pro5, 100% B10-LARGE cell signal; activation, % at 10 µM; 360,000 tested, 0.22% active;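 active = activation of at least 8% versus controls, or a plate z-score of at least 8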;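 note: Pro5 are CHO cells carrying HIG-tagged alpha-DG that lacks glycosylation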
ABCB6 inh 2 = inhibitors of human ABC transporter ABCB6. Q9NP58. K562-ABCB6 porphyrin accumulation, flow cytometry, 1 h; active compounds read low. 360,000 tested, 0.19% active. AID 602162. fluorescence ratio to DMSO, % at 10 µM;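 active = fluorescence ratio to DMSO below 75%, the collection mean minus 3 SD; inconclusive = too few cells collected in the well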;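 note: signal is porphyrin accumulated inside mitochondria; 100% equals median channel fluorescence of DMSO control wells; lower ratio means ABCB6 inhibition with less porphyrin fluorescence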
MC4R antagonist = human MC4R antagonism in cAMP assay. MC4R-expressing cells, MTII-stimulated cAMP, LANCE TR-FRET. inhibition, % at 6.5 µM. 360,000 tested, 0.48% active. AID 540295;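 active = inhibition above its plate's cutoff, the mean of tested wells on that plate plus 3 SD, cut at about 29% in these data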;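 note: 0% = Melanotan II alone and 100% = Melanotan II plus saturating MCL0020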
Target sequence (P32245 whole entry, looked up): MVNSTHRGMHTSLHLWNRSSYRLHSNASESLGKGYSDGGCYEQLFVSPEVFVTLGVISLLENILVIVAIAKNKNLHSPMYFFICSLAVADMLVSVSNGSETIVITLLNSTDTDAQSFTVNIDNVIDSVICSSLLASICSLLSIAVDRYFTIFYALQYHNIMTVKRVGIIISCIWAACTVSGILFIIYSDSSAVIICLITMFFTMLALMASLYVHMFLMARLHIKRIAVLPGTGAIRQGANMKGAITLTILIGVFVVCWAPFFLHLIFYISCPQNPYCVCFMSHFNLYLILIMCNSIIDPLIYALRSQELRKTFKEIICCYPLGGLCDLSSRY
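Test system: U2OS cells stably expressing human melanocortin 4 receptor (MC4R); also added: Melanotan II challenge; compound: 6.5 µM single dose; timing: 30-min compound preincubation, 1-h Melanotan II challenge, 1-h detection, room temperature; signal: Eu-cAMP/anti-cAMP TR-FRET, emission 671 nm; repeats: one well per compound, no replicates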
iPSC survival up = increases survival of single human iPS cells; hiPSC single-cell survival, ATPlite luminescence; 100% = ROCK inhibitor wells, 0% = DMSO; survival enhancement, % at 20 µM; 360,000 tested, 0.044% active; AID 602274; in the data active = survival enhancement above about 18%;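 note: cells exposed to compounds for 16 hours before the ATP read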
Granule exo inh = blocks lytic granule exocytosis | 360,000 tested, 0.66% active | inhibition, % at 10 µM | AID 651702 | TALL-104 LAMP-1 surface exposure, flow cytometry; cells stimulated with thapsigargin and PMA;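 active = inhibition above about 55%, limit read from the data; inconclusive = no clear call, values can overlap the other calls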
ABHD5 PLIN5 PPI = inhibitors of human ABHD5-perilipin-5 interaction. inhibition, % at 4 µM. AID 602281. Q00G26+Q8WTS1. Split G. princeps luciferase complementation, luminescence, 4 h. 360,000 tested, 0.78% active;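 active = inhibition above the mean inhibition across every tested compound plus 3 SD, cut at about 22% in these data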;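 note: 0% = DMSO only wells and the 100% control is not disclosed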
Glyco luc inh = blocks N-linked glycosylation in D54 reporter cells; D54 ERlucT glycosylation luciferase reporter, 24 h; percent of 100 nM tunicamycin response; reporter increase, % at 12.5 µM; 360,000 tested, 0.23% active; AID 588692;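 active = mean luciferase reporter signal, scaled so untreated is 0 and the glycosylation-blocking control 100, at or above a set limit in every replicate; inconclusive = mean reaches the limit but not every replicate does; inactive = mean below the limit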;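 note: luciferase carries N-glycosylation sites so blocking glycosylation raises the light; 0% = median of neutral control wells and 100% = median of 100 nM tunicamycin wells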
MC4R barr agon = human MC4R agonism via beta-arrestin; AID 540308; P32245; activation, % at 8.9 µM; 360,000 tested, 0.98% active; U2OS MC4R beta-arrestin complementation, luminescence; percent of melanotan II response, DMSO zero;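 active = activation above a per-plate cutoff, the mean activation of sample wells on that plate plus 3 SD, cut at about 8% in these data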
HTR2A ag = activates the mouse 5-HT2A serotonin receptor | CHO-K1 mHTR2A beta-arrestin complementation, luminescence; percent of 30 µM serotonin response | activation, % at 7.6 µM | P35363 | 360,000 tested, 0.66% active;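 active = activation above a run cutoff, the mean activation of all tested compounds plus 3 SD, cut at about 14% in these data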;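 note: 0% = plate median of compound wells and 100% = 30 µM serotonin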
Target sequence (P35363 whole entry, looked up): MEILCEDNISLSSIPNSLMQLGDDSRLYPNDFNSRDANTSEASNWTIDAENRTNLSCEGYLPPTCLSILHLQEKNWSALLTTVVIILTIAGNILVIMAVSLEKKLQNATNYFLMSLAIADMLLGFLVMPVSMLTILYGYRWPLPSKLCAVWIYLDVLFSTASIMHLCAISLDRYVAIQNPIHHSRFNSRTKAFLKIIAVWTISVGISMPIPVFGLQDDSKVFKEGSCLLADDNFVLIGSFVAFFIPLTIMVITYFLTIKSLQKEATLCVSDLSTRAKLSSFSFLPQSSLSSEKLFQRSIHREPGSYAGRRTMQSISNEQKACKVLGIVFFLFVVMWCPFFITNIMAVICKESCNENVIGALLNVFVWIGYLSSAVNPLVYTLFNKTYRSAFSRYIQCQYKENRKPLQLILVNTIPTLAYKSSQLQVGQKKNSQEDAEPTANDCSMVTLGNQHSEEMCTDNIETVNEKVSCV
Cardio protect = protects H9c2 cardiomyocytes from peroxide injury. H2O2 injury protection, ATPLite, 2 h. protection from H2O2 cell death, % at 20 µM. 360,000 tested, 0.63% active. AID 588492;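 active = compounds giving at least 50% protection of heart cells from peroxide-induced death in the single-dose screen, raw or plate-pattern-corrected value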;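 note: 0% = DMSO wells with peroxide and 100% = DMSO wells without peroxide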
The depositor's hits bear a star; ? = inconclusive; nt = not tested or not shown.

SMILES	aDG glyco up	ABCB6 inh 2	MC4R antagonist	iPSC survival up	Granule exo inh	ABHD5 PLIN5 PPI	Glyco luc inh	MC4R barr agon	HTR2A ag	Cardio protect
CC(NC(=O)C1CCCCC1)C(=O)NC1=NCCS1 (stereo not drawn)	0.1	102	2	5.4	3	3	2	1.4	3	-2
O=C(N/N=C/c1ccccn1)c1cc(-c2cccc3ccccc23)n[nH]1	0.6	100	6	-0.6	-4	1	6	-1.7	-1	56*
Cc1ccc(C)c(N2CCN(C(=O)C3CCN(c4nc(C)cc(C)n4)CC3)CC2)c1	0.1	99	-4	1.7	-6	-8	-2	0.2	1	1
COCCN1C(=O)CSCC1(C)C(=O)NC(C)C (stereo not drawn)	0.3	nt	nt	nt	-4	-1	nt	nt	2	nt
COc1ccc(Cn2c(SC)nc3ccccc32)cc1[N+](=O)[O-]	0.2	98	6	0.0	-1	1	5	-2.9	-3	-5
Cc1ccc2nc(-c3cccc(N)c3)oc2c1	-0.2	101	-6	-5.3	-1	-1	-18	0.6	2	-26
CCCCc1c(O)c2ccccc2[nH]c1=O	-0.2	100	-4	4.1	-1	-4	0	-0.3	2	0
NS(=O)(=O)c1ccc(NC(=O)c2ccccc2Cl)cc1	-0.2	97	1	0.5	-4	0	0	-0.7	-2	9
O=S(=O)(/N=C(/Nc1ccccn1)c1ccccc1)c1ccccc1	0.0	103	7	-2.4	1	-4	0	2.7	-3	5
CC(C)(C)C(=O)CN1C2=NCCN2c2ccccc21	0.0	97	25	-2.4	-2	-7	1	-0.7	-1	2
Cc1ccc(S(=O)(=O)N(C)c2ccc3c(c2)C(=O)c2ccccc2-3)cc1	-0.2	111	nt	1.2	2	0	-3	nt	-3	-5
Fc1ccccc1-c1cc2ccccc2cn1	0.0	95	-4	-0.1	-2	0	0	-1.7	2	-4
Nc1ccc2nn(-c3cccc4ccccc34)nc2c1	4.4	96	-2	-1.4	-2	-16	7	-2.6	-3	-29
S=C(c1ccc[nH]1)N1CCOCC1	-0.1	100	2	-0.9	-2	-1	0	-1.7	2	2
C=CCN(CC(=O)NCc1ccc(F)cc1)C(=O)c1csnn1	0.3	92	4	0.7	-1	0	0	-1.8	5	-1
C=Cn1ccnc1CC(O)c1ccc(OC)cc1 (stereo not drawn)	0.0	96	6	1.7	0	5	2	0.5	-1	-1
COc1cc(C2C(C#N)=C(N)Oc3cc4c(cc32)OCO4)cc(OC)c1OC (stereo not drawn)	-0.6	99	-25	-0.7	3	-1	?	-0.8	-1	2
O=C(OC1CCCCC1=O)c1cccc(S(=O)(=O)N2CCCCC2)c1 (stereo not drawn)	-0.1	93	6	0.0	-1	0	3	-0.5	-3	-2
CCCCN1C(=O)C(CC(=O)NCCCCc2ccccc2)CC(C(=O)N(C)C)=C1C (stereo not drawn)	0.5	98	15	0.9	-1	-8	1	0.3	1	2
CN(c1ccc(C(=O)NCc2cccnc2)cc1)S(=O)(=O)c1ccc(Cl)cc1	-0.3	90	-1	0.1	0	7	-3	-3.0	-6	-1
Cc1cccc(N(C)C(=O)c2cnn(-c3ccccc3)c2C)c1	-0.1	92	5	0.1	-2	-8	0	-2.6	-1	6
O=C(Nc1sc2c(c1C(=O)O)CCCC2)c1cccs1	-0.1	101	1	2.2	1	0	-1	-2.9	4	-6
CC1CCC(NC(=O)COC(=O)CNC(=O)c2ccc3ccccc3c2)CC1 (stereo not drawn)	0.0	97	12	0.4	-1	-5	-1	-1.3	-8	-6
Cn1cc(Cl)c(C(=O)N(Cc2ccccc2)c2ccccn2)n1	-0.1	101	6	-1.3	-2	5	1	-0.6	6	-2
Cc1ccsc1C(=O)NCC(C)(C)N1CCOCC1	0.3	?	-6	-0.6	-2	1	0	-0.2	9	12
COC(C[C@H]1O[C@H]1[C@@H](O)[C@H](C)OCc1ccccc1)OC	-0.3	99	4	12	1	4	1	-1.3	0	10
COc1cccc(S(=O)(=O)NCc2ccc(C(=O)Nc3ccc(Cl)c(Cl)c3)cc2)c1	1.5	91	9	1.2	0	-9	-7	4.2	-5	-21
Cn1nnc2c(sc3nc(N4CCOCC4)c4c(c32)CCCC4)c1=O	-0.3	110	4	-0.5	-1	4	4	-1.4	-2	9
CCN(CC)CCNc1ccc(CO)c2oc3ccccc3c(=O)c12	0.2	95	0	-2.2	-3	8	43*	-0.7	-3	8
O=C(CSc1nncc2ccccc12)Nc1ccc(F)cc1	0.1	98	3	0.4	-2	4	1	-2.1	5	1
Cn1c(=O)c(C(=O)CN2CC(=O)Nc3ccccc32)c(N)n(Cc2ccccc2)c1=O	-0.2	101	2	-0.8	2	2	1	-1.8	6	5
O=C(OCc1ccc([N+](=O)[O-])cc1)c1cc([N+](=O)[O-])ccc1N1CCOCC1	0.0	98	-9	-0.1	-1	-4	8	-3.3	4	0
Cc1ccc(-n2c(SCC(=O)N3CCCc4ccccc43)nnc2-c2cccnc2)c(C)c1	0.1	102	-8	-3.0	0	-1	-3	-2.1	0	3
COc1ccc(C(=O)NNC(=O)CSc2nnc3ccccn23)cc1OC	0.1	101	2	-1.4	0	-10	2	-0.5	4	2
O=C(COC(=O)c1cccs1)NCc1ccc2c(c1)OCO2	0.3	87	-4	2.4	-4	5	-1	-1.5	-1	2
O[Si](CCCN1CCCCC1)(c1ccc(F)cc1)C1CCCCC1 (stereo not drawn)	-0.1	88	6	-0.6	1	10	-2	1.0	-3	-12

By substructure, the compounds so far containing a nitro group on carbon (2)
SMILES	aDG glyco up	ABCB6 inh 2	MC4R antagonist	iPSC survival up	Granule exo inh	ABHD5 PLIN5 PPI	Glyco luc inh	MC4R barr agon	HTR2A ag	Cardio protect
COc1ccc(Cn2c(SC)nc3ccccc32)cc1[N+](=O)[O-]	0.2	98	6	0.0	-1	1	5	-2.9	-3	-5
O=C(OCc1ccc([N+](=O)[O-])cc1)c1cc([N+](=O)[O-])ccc1N1CCOCC1	0.0	98	-9	-0.1	-1	-4	8	-3.3	4	0

Additional structures
SMILES	aDG glyco up	ABCB6 inh 2	MC4R antagonist	iPSC survival up	Granule exo inh	ABHD5 PLIN5 PPI	Glyco luc inh	MC4R barr agon	HTR2A ag	Cardio protect
NS(=O)(=O)c1ccc(NC(=O)COC(=O)CC2Sc3ccccc3NC2=O)cc1 (stereo not drawn)	-0.1	93	4	-0.6	12	7	-4	-1.9	1	-1
O=C1CC(c2ccccc2)CCc2sccc2N1 (stereo not drawn)	-0.2	96	1	5.8	-1	0	1	-3.9	0	1
COc1ccc(C(=O)NNC(=O)c2cc(C)nc3ccccc23)cc1	0.1	103	15	0.8	1	-7	4	-1.1	-4	-5
Cc1ccn2c(=O)nc(SCC(=O)OCc3ccccc3)nc2c1	0.0	98	-1	-0.4	-3	-1	0	-1.5	3	17
O=c1cc(-c2ccco2)nc(-c2cccs2)o1	-0.5	102	-3	1.5	-5	2	2	-2.0	1	17
Clc1ncccc1-c1nc2ccccc2n1Cc1ccccc1	0.4	98	12	1.4	0	4	1	-0.3	-10	-4
COC(=O)c1ccccc1S(=O)c1snnc1C (stereo not drawn)	-0.3	110	-5	3.5	-1	0	1	-3.5	-1	-2
O=S(=O)(N/N=C/c1ccccc1OCc1ccc(Cl)cc1)c1ccccc1	0.0	99	9	-1.4	-6	2	9	-1.4	-8	-11
Cc1ccc(/C=N/N2CCN(C3c4ccccc4-c4ccccc43)CC2)s1	-0.5	100	0	1.1	5	1	0	0.9	1	5
Cc1ccc(C(=O)N2CCN(Cc3nc4sc5c(c4c(=O)[nH]3)CCCC5)CC2)cc1	0.2	96	1	0.0	4	-2	6	-0.6	-5	5
O=C(COC(=O)C1=COCCO1)Nc1ccc(Cl)cn1	0.0	97	4	0.1	-3	-2	2	-1.4	12	-5
CCOC(=O)C1CCCN(S(=O)(=O)c2cc(Br)cc3c2N(C(=O)C2CC2)CC3)C1 (stereo not drawn)	-0.2	99	4	-1.0	-2	-12	0	-1.5	-2	4

Arranged by molecular weight (falling): eleven of the compounds above.
SMILES	aDG glyco up	ABCB6 inh 2	MC4R antagonist	iPSC survival up	Granule exo inh	ABHD5 PLIN5 PPI	Glyco luc inh	MC4R barr agon	HTR2A ag	Cardio protect
NS(=O)(=O)c1ccc(NC(=O)COC(=O)CC2Sc3ccccc3NC2=O)cc1 (stereo not drawn)	-0.1	93	4	-0.6	12	7	-4	-1.9	1	-1
O=S(=O)(N/N=C/c1ccccc1OCc1ccc(Cl)cc1)c1ccccc1	0.0	99	9	-1.4	-6	2	9	-1.4	-8	-11
O=C(OC1CCCCC1=O)c1cccc(S(=O)(=O)N2CCCCC2)c1 (stereo not drawn)	-0.1	93	6	0.0	-1	0	3	-0.5	-3	-2
Cn1nnc2c(sc3nc(N4CCOCC4)c4c(c32)CCCC4)c1=O	-0.3	110	4	-0.5	-1	4	4	-1.4	-2	9
CCN(CC)CCNc1ccc(CO)c2oc3ccccc3c(=O)c12	0.2	95	0	-2.2	-3	8	43*	-0.7	-3	8
O=S(=O)(/N=C(/Nc1ccccn1)c1ccccc1)c1ccccc1	0.0	103	7	-2.4	1	-4	0	2.7	-3	5
COC(C[C@H]1O[C@H]1[C@@H](O)[C@H](C)OCc1ccccc1)OC	-0.3	99	4	12	1	4	1	-1.3	0	10
COCCN1C(=O)CSCC1(C)C(=O)NC(C)C (stereo not drawn)	0.3	nt	nt	nt	-4	-1	nt	nt	2	nt
C=Cn1ccnc1CC(O)c1ccc(OC)cc1 (stereo not drawn)	0.0	96	6	1.7	0	5	2	0.5	-1	-1
Cc1ccc2nc(-c3cccc(N)c3)oc2c1	-0.2	101	-6	-5.3	-1	-1	-18	0.6	2	-26
Fc1ccccc1-c1cc2ccccc2cn1	0.0	95	-4	-0.1	-2	0	0	-1.7	2	-4

Other records
SMILES	aDG glyco up	ABCB6 inh 2	MC4R antagonist	iPSC survival up	Granule exo inh	ABHD5 PLIN5 PPI	Glyco luc inh	MC4R barr agon	HTR2A ag	Cardio protect
CC(=O)N1CCN(c2ccc(NC(=O)c3ccc(F)cc3)cc2)CC1	0.0	99	-1	1.4	-4	5	1	-0.5	5	5
Cc1ccccc1OCC(=O)Nc1nnc(C2CC2)s1	-0.2	99	0	-1.2	2	6	-2	-0.3	3	-2
CCOC(=O)C1CCCN(c2c(NCCCN(CC)c3ccccc3)c(=O)c2=O)C1 (stereo not drawn)	-0.2	99	1	0.0	12	2	2	-0.6	3	8
Cc1onc(-c2ccccc2)c1C(=O)Nc1ccc(S(=O)(=O)NC2=NCCCCC2)cc1	-0.2	95	0	-1.7	-1	1	2	-3.0	-4	2
